Screens as filed in PubChem BioAssay.
GPR7 antag: blocks human GPR7 receptor signaling | GPR7-expressing cells, fluorescence antagonist assay | actives 1.1% (n = 290,000) | inhibition, % at 4.4 µM | P48145; in the data active = inhibition above about 16%, passing the limit was not always enough;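 note: cells stimulated with the agonist NPW; 0% = agonist with vehicle and 100% = vehicle without agonist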
Target sequence (P48145 whole entry, looked up): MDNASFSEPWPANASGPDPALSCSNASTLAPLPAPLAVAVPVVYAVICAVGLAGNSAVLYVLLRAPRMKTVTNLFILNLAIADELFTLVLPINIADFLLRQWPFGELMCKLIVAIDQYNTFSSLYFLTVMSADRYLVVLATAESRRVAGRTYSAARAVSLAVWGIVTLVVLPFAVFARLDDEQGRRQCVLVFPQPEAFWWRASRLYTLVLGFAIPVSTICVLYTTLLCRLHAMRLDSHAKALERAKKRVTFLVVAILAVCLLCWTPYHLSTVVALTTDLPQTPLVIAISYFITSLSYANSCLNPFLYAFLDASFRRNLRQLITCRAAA
IMP-1 inh: blocks Pseudomonas aeruginosa IMP-1 metallo-beta-lactamase; inhibition, % at 5.6 µM; AID 1556; actives 0.45% (n = 290,000); purified IMP-1, nitrocefin hydrolysis, epi-absorbance fluorescence;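 active = inhibition above the mean plus 3 SD of all compounds in the same screening run, cut at about 4.5% in these data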;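 note: 0% = IMP-1 with DMSO and 100% = DMSO wells lacking enzyme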
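Assay system: purified IMP-1; Quantity: IMP-1 0.2 nM before substrate addition; Medium: HEPES buffer pH 7.1 with ZnSO4 and Brij 35; Incubation: 15 min enzyme–compound preincubation, then 25 min nitrocefin reaction, 25 °C; Signal: fluorescence quenching readout, ex 480/em 530 nm; Controls: DMSO with and without IMP-1; Repeats: singlicate testing.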
VIM-2 inh: blocks Pseudomonas aeruginosa VIM-2 metallo-beta-lactamase | purified VIM-2, nitrocefin hydrolysis, epi-absorbance fluorescence | inhibition, % at 5.6 µM | actives 0.89% (n = 290,000) | AID 1527;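 active = inhibition above the mean of all tested compounds plus 3 SD, cutoff set per screening run, cut at about 7.5% in these data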;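 note: red hydrolysis product quenches plate fluorescence so inhibitors raise well fluorescence; 0% = enzyme with DMSO and 100% = DMSO without enzyme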
IDE cell inh: inhibitors of human insulin-degrading enzyme in cells; P14735; AID 434962; HEK cells, FAbetaB cleavage, fluorescence polarization; actives 0.41% (n = 320,000); inhibition, % at 5.59 µM;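 active = percent inhibition above the average of all tested compounds plus 3 SD, set per screening campaign, cut at about 16% in these data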;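 note: IDE supplied by intact live HEK cells; FP after avidin binding of uncleaved biotin substrate so inhibition keeps polarization high; 0% = DMSO wells and 100% = 60 µM reference IDE inhibitor Ii1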
PfM18AAP inh: PfM18AAP enzyme inhibition; recombinant PfM18AAP, H-Glu-NHMec fluorogenic cleavage; AID 1822; actives 1.2% (n = 290,000); inhibition, % at 7.35 µM;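 active = inhibition above the campaign mean inhibition over all tested compounds plus 3 SD, cut at about 28% in these data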;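 note: 0% = plate median of test compound wells and 100% = 2 mM ZnCl2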
NALP1 inh: inhibitors of NALP1 inflammasome in yeast; S. cerevisiae NALP1/ASC/caspase-1 growth, X-gal OD620, 72 h; inhibition, % at 10 µM; actives 0.61% (n = 280,000); in the data active = inhibition mostly above about 24%, no sharp cut-off; inactive = mostly below about 32%; note: some compounds called inactive have numbers as strong as hits
PHOSPHO1 block: PHOSPHO1 (human) inhibition; recombinant PHOSPHO1, absorbance phosphatase assay; inhibition, % at 13.3 µM; actives 1.1% (n = 290,000); in the data active = inhibition above about 60%
Target sequence (Q8TCT1 whole entry, looked up): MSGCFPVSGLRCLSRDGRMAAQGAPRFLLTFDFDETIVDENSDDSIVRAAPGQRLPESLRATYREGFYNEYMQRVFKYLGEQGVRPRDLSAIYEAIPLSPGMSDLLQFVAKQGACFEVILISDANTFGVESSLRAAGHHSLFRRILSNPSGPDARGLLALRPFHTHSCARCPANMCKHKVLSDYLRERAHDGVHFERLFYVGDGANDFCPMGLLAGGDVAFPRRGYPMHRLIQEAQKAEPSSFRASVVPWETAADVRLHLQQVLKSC
pCIP destab: lowers stability of the mouse p/CIP coactivator protein; F442A p/CIP-EGFP cells, EGFP fluorescence, 16 h; actives 0.01% (n = 290,000); decrease of EGFP signal, % at 10 µM; AID 1984;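 active = EGFP signal decrease of at least 30% at 10 µM or well 3 SD below plate mean, unless failing retest; inactive = the rest, including hits failing retest or dose response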; note: some compounds called inactive have numbers as strong as hits; many of its hits are not listed in these tables
IDE cell activ: IDE (human) activation, cell-based; P14735; HEK cells, FAbeta-B cleavage, fluorescence polarization; 0% vehicle, 100% cell-free pure enzyme wells; activation, % at 5.96 µM; actives 0.073% (n = 340,000); AID 493087;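 active = activation above the mean of all tested compounds plus 3 SD, set per screening campaign, cut at about 17% in these data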
Starred values were filed as active, the others as inactive; · = no result given. Outcome played no part in choosing rows. About 5.3% of those tested had a hit in this group.

SMILES	GPR7 antag	IMP-1 inh	VIM-2 inh	IDE cell inh	PfM18AAP inh	NALP1 inh	PHOSPHO1 block	pCIP destab	IDE cell activ
COc1ccc(CCNC(=O)CCOc2ccc(C(C)(C)C)cc2)cc1OC	-19	-2.3	-1.1	1	4	-5	20	-2	1
Cc1ccc(OCCn2c(CCNC(=O)C(C)C)nc3ccccc32)cc1	-9	-1.6	0.3	5	-5	4	8	-4	-1
CCOc1ccc(-c2cc(C(=O)N3CCN(c4ccccn4)CC3)c3ccccc3n2)cc1	-12	-1.8	-3.0	1	1	10	4	7	-1
CN1CC(c2ccccc2)C2(SC(=S)N(Cc3ccco3)C2=O)C12C(=O)Nc1ccccc12 (configuration not stated)	-11	-0.1	-2.8	-5	-6	12	12	9	-2
Cc1ccc(-c2nnc(N3CCN(c4ccccn4)CC3)c3ccccc23)cc1	-1	-2.7	-1.1	5	1	6	-21	0	-1
CCc1ccc(C2C(C(C)=O)=C(C(=O)OC)Nc3nnnn32)cc1 (configuration not stated)	-10	-2.1	0.4	4	7	14	-1	3	12
S=C(NCCCN1CCOCC1)Nc1ccc(-c2nc3ccccc3[nH]2)cc1	-4	-3.0	-1.0	-4	18	-12	-51	11	-4
CCSc1nc2c(c(=O)[nH]c(=O)n2C)n1CC(O)COc1ccccc1 (configuration not stated)	-3	-4.5	-3.7	-2	2	-6	29	-35	0
CN(Cc1nc2ccccc2n1C)C(=O)c1ccco1	-16	-1.6	-2.9	1	-6	5	18	-14	2
O=C(c1ccco1)N1CCc2[nH]nc(-c3ccc(Cl)cc3)c2C1	-10	-0.1	0.3	2	2	17	21	-1	-3
COCCn1c(C)cc(O)c(C(=O)Nc2cccc(Cl)c2)c1=O	-6	-1.1	-2.7	-1	0	18	38	-2	6
CCOC(=O)C1=NOC(Cn2cc(C(C)=O)c(=O)[nH]c2=O)C1 (configuration not stated)	10	-1.9	2.5	-1	-10	12	42	-4	-2
CCOc1ccc(-c2cnc3n2CCC3)cc1	-5	-5.6	-2.4	0	3	15	-4	4	-2
O=C(O)c1cc(S(=O)(=O)Nc2ccccc2C(=O)O)ccc1O	-11	-1.3	-1.4	-4	-4	8	26	-7	2
O=C(Nc1ccn(Cc2ccccc2F)n1)c1ccc(COc2cccc(Br)c2)cc1	-12	-1.9	-6.6	-7	-5	2	0	-5	2
O=c1c([N+](=O)[O-])c(NC2CCCCC2)c2ccccc2n1-c1ccccc1	-9	-2.6	-1.3	0	-1	-3	-4	-22	1
Fc1ccc(-c2nc(-c3cnccn3)no2)c(Cl)c1	-9	-1.4	-1.3	-4	3	14	33	-3	0
CCOc1ccccc1OCC(=O)Nc1cc2c(cc1C(=O)O)OCCCO2	3	-2.3	-3.1	4	2	7	-20	-2	3
Cc1ccc(Sc2ncnc3onc(C)c23)cc1	-4	-4.2	-2.6	4	-3	-9	4	2	6
CCN(CC)S(=O)(=O)c1cccc(C(=O)N[C@H](C(=O)OCC(=O)NC(=O)NC)C(C)C)c1	-6	-1.5	-4.6	7	2	-10	7	-5	-4
COc1ccc(S(=O)(=O)N2CCN(C(=O)c3cnc(C)cn3)CC2)cc1	6	-5.9	-0.5	3	0	6	-4	-4	0
COc1ccc(-c2nc3ccccc3c(=O)n2CCN2CCOCC2)cc1	23	-1.3	0.1	0	-1	9	4	-12	5
Cc1cc(C(F)(F)F)nn1CC(=O)NCC1CCCO1 (configuration not stated)	-6	-2.7	-3.3	-3	6	30	9	-6	7
CCOc1ccc(/C(O)=C2/C(=O)C(=O)N(CCCN3CCOCC3)C2c2ccc(C)cc2)cc1C (configuration not stated)	-10	0.9	0.3	·	5	21	14	0	8
CCOC(=O)CNNC(=O)Nc1ccc(Cl)c(Cl)c1	7	-1.5	-3.9	5	4	23	16	-4	2
Cc1ccccc1-c1nc(CN2CCC(C(=O)NCc3cccnc3)CC2)c(C)o1	-12	-6.6	-4.8	-3	-2	·	-4	-10	5
Cc1ccc(Nc2nnns2)cc1C	-12	-2.4	-1.1	5	2	6	7	-6	2
S=C(NCc1cccnc1)Nc1ccc(Oc2ccccc2)cc1	6	-0.9	0.9	7	-10	22	32	-2	3
COc1cc(NS(=O)(=O)c2ccc(NC(=O)NC3CCCCC3)cc2)nc(OC)n1	-25	-4.9	-1.8	-8	-2	·	16	-8	8
COc1ccc(CNS(=O)(=O)NCc2ccccc2)cc1OC	-9	-4.3	-2.6	-4	-2	0	4	-2	-2
O=C(O)C1CCCN1C1=NS(=O)(=O)c2ccccc21 (configuration not stated)	-10	-2.7	-2.8	-2	2	4	32	-4	3
Cc1onc(-c2c(Cl)cccc2Cl)c1C(=O)NC1CCCCC1	-6	-3.6	0.2	5	-1	-11	-27	-3	4
COc1ccc(C(=O)Nn2c(SCc3cccc([N+](=O)[O-])c3)nc3ccccc3c2=O)cc1	-1	-0.6	2.2	1	-15	13	-4	-8	4
COCCN=C1Sc2nc3cc(C)c(C)cc3cc2CN1Cc1cccs1	13	-0.1	-0.8	4	16	·	-8	0	10
Cc1ccc(S(=O)(=O)NC(=O)Nc2ccc(N(C)C)cc2)cc1	-4	-14	-0.5	0	43*	18	14	-13	6
CCOC(=O)CN(c1ccccc1)S(=O)(=O)c1ccc(F)cc1	-6	-1.7	-1.7	-8	-1	3	24	-1	0
COc1ccc(Cl)cc1N(CC(=O)N1CCC(C)CC1)S(C)(=O)=O	3	-1.8	-2.0	4	7	9	-1	10	4
CCN(CC)CCn1c(NCc2ccco2)nc2ccccc21	-6	-1.9	-0.9	1	0	-3	20	-6	3
CC1(C)OC(=O)C(=CNC(Cc2c[nH]c3ccccc23)C(=O)O)C(=O)O1 (configuration not stated)	6	-3.3	-4.5	7	-6	6	21	4	1
O=C(NCc1cccs1)Nc1cccc(Cl)c1	0	1.1	-3.7	7	6	·	·	·	3
CN(C)CC(C)(C)CNC(=S)NCc1ccc2c(c1)OCO2	-11	-4.2	-1.4	0	2	22	12	-5	-1
CCn1c(COc2ccc3c(c2)OCO3)nnc1SCC(=O)c1ccc(Cl)cc1	12	-2.1	-2.5	5	8	16	29	-13	1
COc1cc(C2C3=C(CC(C)(C)CC3=O)Nc3ccccc3N2C(C)=O)cc(OC)c1OC (configuration not stated)	3	-1.1	-1.0	2	-1	1	·	11	4
O=C(c1cccc(S(=O)(=O)N2CCOCC2)c1)N1CCN(S(=O)(=O)c2cccs2)CC1	2	-2.6	-1.5	-2	1	3	28	-7	7
O=C1CCC(CCC(=O)N2CCCC(C(=O)c3ccc4c5c(cccc35)CC4)C2)=NN1 (configuration not stated)	-11	0.2	1.2	5	3	10	11	-6	2
O=C(COC(=O)c1ccccc1F)NC1CCCC1	1	-1.1	-0.1	0	-2	4	11	10	1
Cc1c(C(=O)NCc2ccccc2)oc2c1C(=O)CCC2	-10	0.5	-3.2	1	-10	-81	11	-14	-1
CCn1c(=O)cc(SCC(=O)Nc2ccc(Cl)cc2)c2ccccc21	-11	-2.5	-2.1	2	-5	21	-2	-6	5
CCN(CC)C(=O)CSc1nnc(-c2cccnc2)n1Cc1ccccc1	-3	-3.0	0.0	3	0	11	-7	7	1
Clc1ccc(CSc2ccc(-c3ccco3)nn2)cc1	-10	-2.7	-1.4	4	-4	-6	-10	4	-3
O=C1CC(c2ccccc2)CN1C(=O)c1cccc([N+](=O)[O-])c1 (configuration not stated)	0	-2.1	-1.6	6	2	23	1	-3	4
Cc1sc2ncn(CC(=O)Nc3ccccc3F)c(=O)c2c1-c1ccccc1	-10	-4.9	-6.5	5	2	-4	48	-6	3
Cc1ccc(NC(=S)N(CCN(C)C)Cc2cc3cc(C)ccc3[nH]c2=O)cc1	-2	-3.6	-2.4	-7	25	18*	37	1	-5
O=C(COC(=O)c1cc2ccccc2cc1O)NC(=O)NCc1ccco1	-6	-2.4	-2.6	6	1	0	16	-4	-1
Nc1ccc2nc(COc3ccccc3)[nH]c2c1	-7	-2.9	-0.5	-3	-9	5	·	-17	4
O=C(c1cc(=O)c2cc(Cl)ccc2o1)N1CCN(Cc2ccccc2)CC1	-3	-0.4	-1.3	-1	-1	16	28	5	-4
COc1ccc(C(CCN2CCN(c3ccccc3)CC2)c2c(OC)cc(OC)c3c(-c4ccccc4)cc(=O)oc23)cc1 (configuration not stated)	·	·	·	6	·	18	36	-1	2
CCOc1cc(NC(=S)NCCCN2CCOCC2)c(OCC)cc1NC(=O)c1cccs1	3	-3.2	-4.1	5	7	6	30	-5	2
COc1ccc([C@@H]2OC2(C(N)=O)C(N)=O)cc1	-19	-2.8	-3.8	0	2	·	37	-8	2
Nc1cc(=O)[nH]c(SCC(=O)Nc2cccc([N+](=O)[O-])c2)n1	-9	-2.9	-1.1	-10	-7	·	25	-13	13

Carrying on.
SMILES	GPR7 antag	IMP-1 inh	VIM-2 inh	IDE cell inh	PfM18AAP inh	NALP1 inh	PHOSPHO1 block	pCIP destab	IDE cell activ
FC(F)Oc1ccc(NC(=S)NNc2ccnc3cc(Cl)ccc23)cc1	-22	-3.1	-4.5	-2	8	-20	16	2	-13
CCOc1cc2[nH]c(=S)n(CCCOC)c(=O)c2cc1OCC	-10	-3.6	-1.3	-4	-7	16	50	-8	5
CCOc1ccc(-c2cc(C(=O)N/N=C(\C)c3cccnc3)c3ccccc3n2)c(OCC)c1	-21	-4.0	-4.6	·	-10	9	31	1	5
COc1ccc(C(=O)Nn2cnc3scc(-c4cccs4)c3c2=O)c(O)c1	-5	-2.3	-3.8	0	5	·	·	·	2
O=C(Nc1ccccc1)c1ccc(CN2CCC(Cc3ccccc3)CC2)cc1	11	-0.8	-7.7	4	-2	·	·	·	5
O=C(CN(c1ccc(F)cc1)S(=O)(=O)c1ccc2c(c1)OCCO2)Nc1ccccc1	0	-2.8	-0.9	4	-3	-34	0	-16	3
CCCCc1nnc2c(N(C)S(=O)(=O)c3ccc(C)cc3)nc3ccccc3n12	-12	-1.2	-2.6	-5	-17	27	-14	-3	1
O=C(Cn1cnc2sc(-c3ccccc3)cc2c1=O)NCc1ccccc1	2	-2.4	-1.1	3	7	15	5	8	0
COc1ccc(CN2CC(C(=O)NCc3ccc4c(c3)OCO4)CC2=O)cc1 (configuration not stated)	5	-2.2	-1.0	7	6	11	7	-1	-2
OCCOCCN1CCN(C(=S)Nc2ccccc2)CC1	-8	-2.5	-2.1	1	-11	1	28	-3	1
Cn1c(=O)c(=O)n(C)c2cc(S(=O)(=O)NCCOc3ccccc3)ccc21	-1	-2.2	-0.3	2	-17	4	20	-4	·
CCc1cc(=O)oc2c(C)c(OCC(=O)NCC3CCC(C(=O)O)CC3)ccc12 (configuration not stated)	-9	-3.8	-1.1	-2	1	-13	-18	2	1
O=C(CSc1nc2[nH]c(=O)cc(O)c2s1)Nc1cc(Cl)cc(Cl)c1	7	-2.2	-2.2	2	7	13	2	-6	2

As entered above:
O=C(CSc1nc2[nH]c(=O)cc(O)c2s1)Nc1cc(Cl)cc(Cl)c1 in IMP-1 inh: -2.2
O=C(Cn1cnc2sc(-c3ccccc3)cc2c1=O)NCc1ccccc1 in GPR7 antag: 2

Reformatted with values under each structure: 2 of the compounds above
Value order: GPR7 antag | IMP-1 inh | VIM-2 inh | IDE cell inh | PfM18AAP inh | NALP1 inh | PHOSPHO1 block | pCIP destab | IDE cell activ
> CCOc1cc2[nH]c(=S)n(CCCOC)c(=O)c2cc1OCC
 : -10 | -3.6 | -1.3 | -4 | -7 | 16 | 50 | -8 | 5
> COc1ccc(S(=O)(=O)N2CCN(C(=O)c3cnc(C)cn3)CC2)cc1
 : 6 | -5.9 | -0.5 | 3 | 0 | 6 | -4 | -4 | 0
